Screens: PubChem, Columbia University Molecular Screening Center
mHtt clearance: compounds clearing mutant huntingtin protein; hit rate 0.42% among 47,000; AID 853; inhibition, % at 1.5 µM; HeLa Exon1htt(103Q)mCFP, aggregate imaging; zero = plate's median compound well;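 active = inhibition of aggregate fluorescence above about 70%, also judged a hit by eye on the cell image, limit read from the data, passing the limit was not always enough; inconclusive = no rule stated for this call; inactive = not judged a hit on image review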;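 also: cells exposed to compound for three days before fixation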
mHtt clearance grain fraction: also measured in mHtt clearance; calls as there; fraction fluorescence in grains; measured here: aggregate grain fluorescence fraction; stronger effect = lower value;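 scaled fraction of total cell fluorescence in grains with unit not stated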
Starred values were filed as active, the others as inactive; ? = inconclusive; · = not tested or not shown. The list is partial; the hit share may differ from the screen's.

mHtt clearance	mHtt clearance grain fraction	Molecule
42	21	O=C(O)CC(NCc1ccco1)C(=O)OCCc1ccccc1 (stereo not given)
44	11	CC(=O)Nc1ccc(S(=O)(=O)/N=C2\SCCN2S(=O)(=O)c2ccc(NC(C)=O)cc2)cc1
-10	44	Cc1cc(C)nc(SC(C)C(=O)O)n1 (stereo not given)
18	33	CC1=NC(C)(C)Cc2ccccc21
-15	47	CC1CCCN(c2nc3ccccc3nc2C(C#N)S(=O)(=O)c2ccccc2)C1 (stereo not given)
22	29	CC(C)CN(CC(C)C)S(=O)(=O)N1CCC(C(=O)NCc2cccs2)CC1
-24	44	COc1ccc(C)cc1NC(=O)CSc1nnc(-c2ccco2)n1N
20	29	C#CCOC(=O)c1ccccc1C(=O)OCC#C
-38	49	Cn1c(=O)[nH]c(=O)c2c1nc(Br)n2CCC(=O)c1ccccc1
-32	45	NC(=O)CCc1c[nH]c2ccccc12

Continuation.
mHtt clearance	mHtt clearance grain fraction	Molecule
-7	40	COc1ccc(NC(=O)CSc2nc3ccccc3c(=O)n2CCNC(C)=O)cc1
?	·	COc1ccccc1-c1ccc(NC2CCCC2)nn1
-36	53	Cc1ccc(-c2cc(C(F)F)n3ncc(C(=O)NCc4ccco4)c3n2)cc1
-30	25	CC(C)CNC(=O)C1CC(=O)OC12CCCCC2 (stereo not given)
-44	24	COc1cc2c(cc1OC)C(c1ccncc1)CC(=O)N2 (stereo not given)
-18	44	O=S1(=O)CCN2C=C(Br)C=C(Br)C2=N1
-5	21	Clc1ccsc1-c1csc(-c2cccnc2)n1
-17	23	CC1CC(C)CN(c2oc(-c3ccco3)nc2C#N)C1 (stereo not given)
-8	43	C=CCNC1=C(Cl)C(=O)N(c2cccc(Cl)c2Cl)C1=O
24	15	CCOC(=O)c1ccc(NC(=O)CSc2nnc(COc3ccccc3OC)n2CC)cc1

The results go on:
mHtt clearance	mHtt clearance grain fraction	Molecule
-54	45	Cc1cc2nc(C3CCCN(C(=S)Nc4ccccc4)C3)[nH]c2cc1C (stereo not given)
-78	61	O=C(Nc1nnc(-c2ccco2)s1)C1CCN(S(=O)(=O)c2ccc(Cl)cc2)CC1
14	14	COC(=O)c1ccccc1NC(=O)Cn1ccnc1
-72	64	CCOc1ccc(N2C(=O)c3cccnc3C2Nc2ccc(Cl)cc2)cc1 (stereo not given)
34	23	O=C(CN1C(=O)CSC1=O)Nc1ccc(F)c(F)c1F
59	15	CCOc1ccc2nc(N3CCCC(C(=O)N4CCN(CC)CC4)C3)sc2c1 (stereo not given)
22	14	COc1cc(S(=O)(=O)N2CCC(C(N)=O)CC2)c(C)cc1C
28	29	CCCN1C(=O)C2C(C(=O)Nc3cccc(OC)c3)C3C=CC2(O3)C1C(=O)NC1CCCCC1 (stereo not given)
-18	22	COC(=O)c1ccc(-c2n[nH]c(=O)c3ccccc23)cc1
-24	57	COc1cc(Br)cc2cc(C(=O)N3CCCCC3C)c(=O)oc12 (stereo not given)

Next part; the last 2 above are carried over.
mHtt clearance	mHtt clearance grain fraction	Molecule
-18	22	COC(=O)c1ccc(-c2n[nH]c(=O)c3ccccc23)cc1
-24	57	COc1cc(Br)cc2cc(C(=O)N3CCCCC3C)c(=O)oc12 (stereo not given)
26	32	Cc1ccc2[nH]c3c(N4CCN(Cc5ccccc5)CC4)ncnc3c2c1
7	33	CCN1CCN(C(c2ccccc2OC)c2nnnn2C2CCCCC2)CC1 (stereo not given)
27	29	NC(=O)CSc1nnc(-c2ccc(S(=O)(=O)N3CCOCC3)cc2)n1Cc1ccccc1
-47	30	CCC/C(O)=C1\C(=O)CCCC1=NC(C)C(=O)O (stereo not given)
23	15	O=c1[nH]c(NCCO)nc2c1C1(CCCCC1)Cc1ccccc1-2
53	19	CC(=O)SC(C[N+](=O)[O-])c1cn(C(C)=O)c2ccccc12 (stereo not given)
-37	50	Cc1ccc2cc(CN(Cc3cccs3)Cc3nnnn3CC3CCCO3)c(=O)[nH]c2c1C (stereo not given)
20	35	Cn1ncc(C#N)c1NC(=O)C1CC(c2ccc(Cl)cc2)=NO1 (stereo not given)
-10	22	Cc1ccc(S(=O)(=O)Nc2nc3ccc(S(=O)(=O)N4CCCC4)cc3s2)cc1
-19	22	COc1ccc(/C=N\NS(=O)(=O)c2ccc(Br)cc2)cc1COc1ccccc1[N+](=O)[O-]

(continued)
mHtt clearance	mHtt clearance grain fraction	Molecule
-3	44	CN(C)C(=O)N1CCC(C(=O)NCc2ccccc2Cl)CC1
19	16	CN(C)S(=O)(=O)NCc1ccc2c(c1)OCO2
14	18	Cc1ccc(CNc2nc(N)c([N+](=O)[O-])c(Nc3cccc(F)c3)n2)cc1
20	16	CCOC(=O)c1c(-c2ccccc2)oc2ccc(O)c(CN3CCOCC3)c12
51	9.2	CC(=C/C(=O)O)/C=C/c1ccc(Cl)o1
-41	27	Cc1cc(C(=O)Nc2nnc(C(F)(F)F)s2)no1
-6	36	CCC(=O)N1CCc2cc(S(=O)(=O)NCCC(=O)N3CCc4ccccc4C3)ccc21
0	38	COc1ccc(OCCSc2nnnn2C2CCCCC2)cc1
-31	46	CCOC(=O)Cc1csc(NC(=O)CSc2nnc(-c3ccc(F)cc3)o2)n1
36	13	CC(C)C(=O)N(Cc1ccccc1)c1ccccn1

Next section:
mHtt clearance	mHtt clearance grain fraction	Molecule
-33	44	O=C1CC(c2ccccc2)CN1C(=O)c1ccccc1 (stereo not given)
-38	55	Cc1cc(C)cc(C(=O)O/N=C(\N)c2ccc(Br)cc2)c1
-31	26	O=C(O)c1cn(-c2ccccc2)nc1-c1ccc(Cl)cc1
23	16	C=C(C)CSc1nnc([C@H](CCSC)NC(=O)OC(C)(C)C)o1
-30	58	O=S(=O)(NCc1ccc2c(c1)OCO2)c1cnc[nH]1
-431	218	COc1ccc(-c2nc(Cn3c(SCc4ccc(F)cc4)nc4ccncc43)c(C)o2)cc1OC
42	18	O=C(O)COc1nsnc1N1CCOCC1
23	32	Cc1ccc(CN2C(=O)c3ccccc3C2C(=O)NCc2cccnc2)cc1 (stereo not given)
-12	24	O=C1CC(C(=O)NC2CCCCC2)C(c2ccccc2)O1 (stereo not given)
40	22	CSCC[C@H](NC(=O)OC(C)(C)C)c1nnc(SCC(=O)Nc2c(C)cccc2C)o1

Later entries.
mHtt clearance	mHtt clearance grain fraction	Molecule
-63	55	CC(C)(C)NC(=O)C1N(c2cccnc2)C(=O)C2C(C(=O)Nc3ccccc3F)C3(C)C=CC21O3 (stereo not given)
39	12	CCOC(=O)c1nn(-c2ccccc2C)c2nc(CC(C)C)c(C#N)c(=O)n12
27	15	CC(C)NC1=C(Cl)C(=O)c2ccccc2C1=O
46	21	CCOC(=O)c1c(CN2CCOCC2)n(-c2ccccc2)c2cc(Br)c(O)c(CN(C)C)c12
56	17	CCCNC(=O)c1[nH]c(C)c(C(C)=O)c1C
25	29	O=C(Nc1ccn(Cc2c(F)c(F)cc(F)c2F)n1)c1ccc(COc2ccccc2Cl)cc1
-10	19	c1ccc(-c2nn3c(Cn4nnc5ccccc54)nnc3s2)nc1
14	32	COc1ccc(Cc2nnc(SCC(=O)N3CCc4ccccc4C3)o2)cc1
-8	40	O=C(COc1ccc(F)c(Cl)c1)c1ccc[nH]1
44	25	COc1ccccc1CNC(=O)c1ccc(S(=O)(=O)N(C)C)cc1

(further entries)
mHtt clearance	mHtt clearance grain fraction	Molecule
-3	54	COCCCNc1oc(-c2ccccc2F)nc1C#N
30	14	COC(=O)CCC(=O)Nc1ccc(NC(C)=O)cc1
-44	23	O=C(c1ccccc1)c1ccc(N2CCNCC2)cc1
22	16	CC1(C)CC(=O)c2sc(NS(C)(=O)=O)nc2C1
35	24	CCOC(=O)NC(CC(=O)O)c1ccc(OCC)cc1 (stereo not given)
-55	45	O=C(/C=C/c1cccc([N+](=O)[O-])c1)NCc1cccnc1
49	11	O=[N+]([O-])c1ccc(N2CCN(S(=O)(=O)c3ccc(Cl)cc3)CC2)cc1NCC1CCCO1 (stereo not given)
-31	22	O=C1C=C(O)CC(c2cccs2)C1 (stereo not given)
1	20	CCc1n[nH]c2c1C(=O)CC(C)(C)C2
31	14	CC1CCN(C(=O)c2cc3nc(C4CC4)cc(C(F)(F)F)n3n2)CC1

Carrying on.
mHtt clearance	mHtt clearance grain fraction	Molecule
5	19	O=C(Nc1ccc2nc(-c3cccnc3)[nH]c2c1)C1CCCCC1
-20	21	COC(=O)c1ccc(NC(=O)COc2ccc(S(=O)(=O)NC(C)C)cc2)cc1
12	30	N#CC(C(=O)c1ccc(S(=O)(=O)N2CCCCCC2)cc1)c1nc2ccccc2[nH]1 (stereo not given)
4	19	CS(=O)(=O)N(CCc1ccccc1)CC(=O)NCc1ccccn1
14	30	CCOC(=O)N1CCN(C(=O)c2ccc(CNS(=O)(=O)c3ccc(C)cc3)cc2)CC1
17	14	Cn1nc(-c2ccc(N3CCOCC3)c(NC(=O)c3ccccc3)c2)c2ccccc2c1=O
30	13	N#Cc1c(-c2ccccc2)[nH]c(=S)[nH]c1=O
-38	28	C=C(C)CSCc1nc2ccccc2[nH]1
-75	31	COc1ccc(NC(=O)c2c(C)cc(=O)oc2C)c(OC)c1
49	17	CCOC(=O)CN1C(=O)C(CC)Oc2ccccc21 (stereo not given)

An excerpt from above in order of molar mass, high to low.
mHtt clearance	mHtt clearance grain fraction	Molecule
49	11	O=[N+]([O-])c1ccc(N2CCN(S(=O)(=O)c3ccc(Cl)cc3)CC2)cc1NCC1CCCO1 (stereo not given)
14	30	CCOC(=O)N1CCN(C(=O)c2ccc(CNS(=O)(=O)c3ccc(C)cc3)cc2)CC1
12	30	N#CC(C(=O)c1ccc(S(=O)(=O)N2CCCCCC2)cc1)c1nc2ccccc2[nH]1 (stereo not given)
-20	21	COC(=O)c1ccc(NC(=O)COc2ccc(S(=O)(=O)NC(C)C)cc2)cc1
31	14	CC1CCN(C(=O)c2cc3nc(C4CC4)cc(C(F)(F)F)n3n2)CC1
4	19	CS(=O)(=O)N(CCc1ccccc1)CC(=O)NCc1ccccn1
-75	31	COc1ccc(NC(=O)c2c(C)cc(=O)oc2C)c(OC)c1
-55	45	O=C(/C=C/c1cccc([N+](=O)[O-])c1)NCc1cccnc1
35	24	CCOC(=O)NC(CC(=O)O)c1ccc(OCC)cc1 (stereo not given)
22	16	CC1(C)CC(=O)c2sc(NS(C)(=O)=O)nc2C1
-44	23	O=C(c1ccccc1)c1ccc(N2CCNCC2)cc1
49	17	CCOC(=O)CN1C(=O)C(CC)Oc2ccccc21 (stereo not given)
30	13	N#Cc1c(-c2ccccc2)[nH]c(=S)[nH]c1=O
-38	28	C=C(C)CSCc1nc2ccccc2[nH]1
-31	22	O=C1C=C(O)CC(c2cccs2)C1 (stereo not given)

(further entries)
mHtt clearance	mHtt clearance grain fraction	Molecule
2	31	CCN(CC)CCCOc1ccc(C)cc1Br
-33	24	Cc1cc(NC(=O)c2cnn3cccnc23)nn1CC(=O)Nc1cccnc1
-33	22	COc1cc(-c2ccccc2)nc2ccccc12
59	8.2	COc1ccc(Cc2nnc(SCC(=O)NC3CCCC3)o2)cc1
-60	34	CC1(C)Cc2c(sc3[nH]c(=S)n(Cc4ccco4)c(=O)c23)CO1
-31	47	CCCCCn1c(CN2CCN(c3cc(Cl)ccc3C)CC2)nc2c1c(=O)[nH]c(=O)n2C
58	8.4	CCOC(=O)C1=C(c2ccccc2)NC(SCC(=O)Nc2ccc(C)cc2)=C(C#N)C1c1ccco1 (stereo not given)
2	19	NC(=O)CSc1nc2ccccc2n1Cc1ccccc1F
24	17	O=C(Nc1ccc2c(c1)OCO2)C1CCCN(S(=O)(=O)Cc2ccccc2)C1 (stereo not given)
-12	23	NC(=O)c1c(N)sc(=S)n1-c1ccccc1

Next section.
mHtt clearance	mHtt clearance grain fraction	Molecule
10	16	O=C(c1cccc(F)c1)N1CCC(N2CCCCCC2)CC1
-33	29	COc1ccc(OCC(=O)Nc2ccc(NC(=O)c3ccco3)cc2)cc1
-30	24	CCCNC(=O)Cn1nc(C(F)(F)F)c2c1CCCC2
-31	24	O=C1c2cccc3cccc(c23)C(=O)N1c1ccncc1
-30	52	Cc1ncoc1C(=O)Nc1ccccc1-c1ccccc1
39	11	CCCCCCNC(=O)CC(c1ccccc1)c1cc(Br)ccc1O (stereo not given)
-15	20	O=C(CCCCCn1c(=O)[nH]c2ccccc2c1=O)N1CCN(Cc2ccc3c(c2)OCO3)CC1
-1	30	COc1ccccc1C(=O)Nn1c(C2CCC2)nc2ccccc2c1=O
-21	24	CCc1ccc(OCc2nnc(SCC(=O)N3CCN(c4ccccc4)CC3)o2)cc1
-23	53	COC(=O)c1ccc2c(c1)C(C)(C)C(/C=C/c1ccc(OC)c(OC)c1OC)=[N+]2C

Remaining list, next part
mHtt clearance	mHtt clearance grain fraction	Molecule
34	13	CC(=O)Nc1ccc(S(=O)(=O)N2CCN(C(=O)Cc3ccccc3)CC2)cc1
-10	34	Cc1ccc(-n2ncc3c2ncn2c(C)nnc32)cc1C
-6	33	COc1ccc(NC(=O)C2(c3ccc(NC(=O)c4ccc(OC(C)=O)cc4)cc3)CCCC2)cc1
-49	29	COc1ccc(-n2ccsc2=S)cc1
3	42	CC(=O)Nc1ccc(N2CCCCC2)c(C(=O)Nc2cccc(C)c2)c1
-9	20	O=c1cc(O)nc(SCc2ccccc2)[nH]1
-23	42	CCOC(=O)c1csc(NC(=O)c2cc(OC)c(OC)c(OC)c2)n1
0	43	COc1ccccc1N1CCN(c2ncnc3c2oc2ccccc23)CC1
10	33	O=C(O)CC(NC(=O)OCc1ccccc1)c1ccccc1 (stereo not given)
32	21	O=[N+]([O-])c1cc(F)c(N2CCCCC2)cc1N1CCOCC1

Other records:
mHtt clearance	mHtt clearance grain fraction	Molecule
-84	30	N#C/C(C(=O)N1CCCCC1)=C1\Nc2ccccc2S1
0	19	CC1=C(C#N)C(C(F)(F)F)(C(F)(F)F)N=C(c2ccco2)N1
-1	21	O=Cc1ccc2oc3nc4n(c(=O)c3c(=O)c2c1)CCCS4
22	16	O=C(Nc1ccccc1C(=O)O)c1ccc2ccccc2n1
